# EP2 modulator: EP2 receptor (human) modulation. induction, % at 25 µM. 260,000 compounds, 0.83% hits. AID 940. P43116. EP2-expressing cells, cAMP HTRF FRET, PGE2 co-stimulation;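 active = compounds whose cAMP rise, as percent of the full-agonist control response, exceeds 60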;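 note: rat C6 glioma line stably carrying human EP2 under a CMV promoter; the protocol text gives 20 µM as final concentration; 100% = response of wells given 1 µM PGE2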
# Target sequence (P43116 whole entry, looked up): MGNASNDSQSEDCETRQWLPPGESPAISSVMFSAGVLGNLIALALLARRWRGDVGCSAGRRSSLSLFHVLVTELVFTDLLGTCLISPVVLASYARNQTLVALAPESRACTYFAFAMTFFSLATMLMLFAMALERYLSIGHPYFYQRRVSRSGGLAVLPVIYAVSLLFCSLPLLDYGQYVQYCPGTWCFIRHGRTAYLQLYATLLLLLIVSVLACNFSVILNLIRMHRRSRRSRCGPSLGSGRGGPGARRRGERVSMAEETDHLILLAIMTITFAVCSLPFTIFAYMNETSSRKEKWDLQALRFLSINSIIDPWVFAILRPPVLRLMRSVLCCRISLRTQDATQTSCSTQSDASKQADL
# CHOP inhibitor: inhibitors of CHOP induction in ER stress response; CHO-K1 CHOP-promoter luciferase, tunicamycin-induced, 15-18 h; inhibition, % at 10 µM; 220,000 compounds, 3.8% hits;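 active = compounds that reduced the stress-induced luciferase reporter signal by more than about 70% of percent inhibition, limit read from the data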;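 note: 0% = tunicamycin plus vehicle and 100% = wells without tunicamycin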
# PPC-1+TRAIL kill: compounds killing PPC-1 cancer cells with TRAIL present (potentiator screen, no TRAIL-free arm) | 220,000 compounds, 0.41% hits | PPC-1 cells + TRAIL, ATPLite viability luminescence | cell killing (% activity), % at 4 µM;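 active = cell killing above 50% in the first pass at 4 µM, then a duplicate retest at 5 µM averaging 50% or more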;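 note: plate controls were cells with TRAIL plus DMSO for no effect and medium-only wells lacking cells for full effect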
# NPY-Y1 PAM-ag: potentiators or agonists of human neuropeptide Y receptor Y1 | NPY-Y1 expressing cells, potentiator/agonist activation | activation, % at 3.6 µM | 220,000 compounds, 0.37% hits; in the data active = activation above about 33%, passing the limit was not always enough;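 note: cells stimulated with NPY at EC10 then isoproterenol at EC100; 0% = low agonist plus stimulus and 100% = saturating agonist plus stimulus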
# Target sequence (P25929 whole entry, looked up): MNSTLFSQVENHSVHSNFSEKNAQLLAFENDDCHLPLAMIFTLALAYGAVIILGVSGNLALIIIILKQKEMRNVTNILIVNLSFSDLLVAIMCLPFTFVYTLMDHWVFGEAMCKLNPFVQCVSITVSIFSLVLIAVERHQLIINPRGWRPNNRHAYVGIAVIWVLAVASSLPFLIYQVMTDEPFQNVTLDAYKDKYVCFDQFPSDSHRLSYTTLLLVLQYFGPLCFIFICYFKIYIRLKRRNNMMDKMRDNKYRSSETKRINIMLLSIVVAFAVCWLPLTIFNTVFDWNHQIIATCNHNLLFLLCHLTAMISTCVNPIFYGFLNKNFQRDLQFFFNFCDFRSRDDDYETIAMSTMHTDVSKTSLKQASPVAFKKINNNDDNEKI
# zfTRPN1 agonist: zebrafish TRPN1 (NompC) channel agonism; 220,000 compounds, 0.18% hits; activation, % at 3 µM; HEK293 zebrafish TRPN1-YFP, Fluo-8 calcium fluorescence; 100% = response to 87 µM carbachol;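 active = activation above its plate's cutoff, the mean activation of test wells on that plate plus 3 SD, cut at about 19% in these data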;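 note: 0% = DMSO alone and 100% = 87 µM carbachol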
#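 Material – zebrafish TRPN1-YFP in HEK293 cells · Doses – 3 µM single point · Schedule – dye 1 h 37 °C plus 30 min RT · Signal – Fluo-8 calcium fluorescence, excitation 470-495 nm, emission 515-575 nm · Read-out – % activation versus carbachol response · Control set – carbachol high, DMSO low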
# NPY-Y1 antag: blocks the human neuropeptide Y Y1 receptor. inhibition, % at 3.6 µM. HEK293-CNG Y1 cells, membrane potential fluorescence; NPY at EC95, then isoproterenol. P25929. 200,000 compounds, 1% hits;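 active = inhibition above the campaign mean inhibition of all tested compounds plus 3 SD, cut at about 20% in these data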;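 note: 0% = DMSO wells given NPY plus isoproterenol and 100% = isoproterenol alone without NPY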
#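 Assay system: HEK293 cells with Y1 receptor plus CNG channel | Probe or stimulus: NPY (25 nM), isoproterenol (1 µM), Ro 20-1724 (25 µM) | Timing: Compound incubation 1 h at room temperature, readout 45 min post-stimulation | Measured by: Membrane-potential fluorescent dye readout | Benchmarks: High control isoproterenol alone, low control NPY with isoproterenol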
# TRPML3 agonist: activates the human TRPML3 channel | HEK293 TRPML3-YFP, Fluo-8 calcium fluorescence; 100% = the carbachol control signal | activation, % at 3 µM | 220,000 compounds, 0.29% hits | AID 1448;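 active = activation above its plate's cutoff, the mean activation of the plate's test wells plus 3 SD, cut at about 12% in these data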;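 note: 0% = DMSO only wells and 100% = carbachol wells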
#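 Test system: HEK293 cells stably carrying human TRPML3-YFP; Doses: single dose, 3 µM final nominal compound, 0.3% DMSO final; Schedule: dye loading 1 h 37 °C then 30 min ambient, 125 s read; Technique: Fluo-8 calcium fluorescence; Benchmarks: high control carbachol 87 µM, low control DMSO.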
# 14-3-3 Bad PPI: disrupts binding of bovine 14-3-3 zeta to phospho-Bad peptide; P63103; TR-FRET 14-3-3zeta/Dy647-pBad peptide displacement, 1 h; inhibition, % at 21.7 µM; 220,000 compounds, 0.71% hits;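 active = inhibition above about 70%, limit read from the data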;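 note: 0% = full 14-3-3 plus peptide FRET controls and 100% = background without 14-3-3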
# Target sequence (P63103 whole entry, looked up): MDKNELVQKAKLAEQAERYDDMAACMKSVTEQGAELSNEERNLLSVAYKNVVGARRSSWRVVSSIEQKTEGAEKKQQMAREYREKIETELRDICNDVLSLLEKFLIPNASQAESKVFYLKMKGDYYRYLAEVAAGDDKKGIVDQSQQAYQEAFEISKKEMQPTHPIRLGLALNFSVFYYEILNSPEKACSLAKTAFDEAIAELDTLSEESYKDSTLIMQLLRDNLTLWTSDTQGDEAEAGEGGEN
# EP2 antag: blocks the human prostaglandin E2 receptor EP2. P43116. C6 glioma cells expressing human EP2, cAMP TR-FRET; cells stimulated with saturating PGE2. inhibition, % at 25 µM. 260,000 compounds, 0.52% hits. AID 1422;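 active = percent inhibition above 40 after rounding to a whole number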;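 note: rat C6 glioma host cells with rolipram phosphodiesterase inhibitor present; the protocol text gives 20 µM as final concentration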
# The depositor's hits bear a star; / = not tested or not shown; & = joins results of further samples; [ ] = dose if it differs, or a comment. This is a subset. The share of hits here may be higher or lower than overall.
SMILES,EP2 modulator,CHOP inhibitor,PPC-1+TRAIL kill,NPY-Y1 PAM-ag,zfTRPN1 agonist,NPY-Y1 antag,TRPML3 agonist,14-3-3 Bad PPI,EP2 antag
O=C(Oc1ccccc1)c1cccc2cccc(C(=O)Oc3ccccc3)c12,52.1,4.2,7.3,-43.5,-0.2,/,-0.3,-0.9,8.3
O=C1CCC(c2ccccc2)(c2ccccc2)CC1,14.5&46.8,8.1,12.5,2.9,-3.1,/,-0.3,-2.8,13.1&12.5
COc1cccc(/C=C(/C(=O)OCC(=O)NCC2CCCO2)c2ccccc2)c1 (centres undefined),-47.9,4.4,1.2,-21.8,0.6,-1.9,1.1,-18.3,4.4
COc1ccccc1NC(=O)CSc1nnc(Cc2cccn2C)n1-c1ccc(F)cc1,-26.1,15.1,22.6,15.4,1.0,-6.3,0.5,10.7,3.0
CC12CCC(C(=O)N3CCc4ccccc43)(CC1=O)C2(C)C (centres undefined),1.9,21.0,2.0,-7.9,-2.7,4.3,-1.1,-3.0,8.5
CCOc1ccc(NC(=O)C(=O)NCc2ccncc2)cc1,-1.3&16.6,51.2,11.5,-3.7,-1.7,2.0,1.0,-14.2,7.7&6.0
O=c1oc2ccc3ccccc3c2cc1-c1nnc(-c2cccs2)o1,30.1,-13.6,8.1,14.8,-1.9,2.1,0.1,1.2,12.8
NC(=O)c1ccc(NC(=O)CCCc2nc(-c3ccccc3Cl)no2)cc1,-15.1,52.5,3.0,25.4,1.4,5.7,1.1,-14.1,1.4
CCCCNc1nc(N(C)c2ccccc2)nc(-n2ccnc2)n1,77.3*,69.6,2.0,0.5,-2.6,3.2,-0.9,1.2,1.9
COc1ccc(CCN2C(=O)CN=C2Nc2ccc(F)cc2)cc1OC,15.7,8.7,10.0,-6.0,1.2,-3.9,0.5,-11.0,3.4
COc1ccc(N2CCN(c3cc(C)c4ccc(C)cc4n3)CC2)cc1,-20.7,8.9,8.8,-2.3,0.0,2.4,-0.4,-7.4,6.4
COc1ccc(CNC(=S)Nc2cc(C)cc(C)c2)cc1,-16.7,19.0,2.5,-24.0,-1.5,9.8,-1.4,0.2,16.2
CCCn1nc2ccccc2c1P(=N)(N1CCOCC1)N1CCOCC1,1.1,22.3,16.8,-10.5,-0.9,-5.4,1.1,-13.1,3.3
CC(OC(=O)c1ccc2c(=O)n3c(nc2c1)CCCCC3)C(N)=O (centres undefined),-0.5,-10.0,25.5,7.1,1.8,-3.1,0.9,11.0,4.7
N#Cc1c(-n2cccc2/C=N/O)sc2c1CCCC2,3.7,46.9,10.7,44.3*,-1.4,3.9,-0.8,-3.4,5.5

# The final 2 records of the part above are carried over, then new ones follow:
SMILES,EP2 modulator,CHOP inhibitor,PPC-1+TRAIL kill,NPY-Y1 PAM-ag,zfTRPN1 agonist,NPY-Y1 antag,TRPML3 agonist,14-3-3 Bad PPI,EP2 antag
CC(OC(=O)c1ccc2c(=O)n3c(nc2c1)CCCCC3)C(N)=O (centres undefined),-0.5,-10.0,25.5,7.1,1.8,-3.1,0.9,11.0,4.7
N#Cc1c(-n2cccc2/C=N/O)sc2c1CCCC2,3.7,46.9,10.7,44.3*,-1.4,3.9,-0.8,-3.4,5.5
Cc1cc(C)nc(-n2ncc3c2CC(c2cccc(Cl)c2)CC3=O)n1 (centres undefined),-48.3,-0.3,10.9,-27.4,-0.1,16.5,-0.7,-15.7,4.5
CCOc1ccc(/C=C/C(=O)Nc2ccccc2C(F)(F)F)cc1,-25.6,0.1,4.9,1.1,-2.8,5.6,-0.2,-17.0[fluorescence artefact?],6.9
CCn1c(=N)n(CC(O)c2cccs2)c2ccccc21 (centres undefined),27.2,7.7,19.7,-2.9,-0.1,-1.4,0.1,-4.0,6.0
COCC(=O)NCc1nc2ccccc2n1Cc1ccccc1F,6.7,-2.9,4.6,22.3,-0.6,1.7,-0.3,-1.6,9.3
CC(C)CC(NC(=O)c1cccc(Cl)c1)C(=O)O (centres undefined),8.6,9.2,-7.1,-10.0,1.3,3.5,0.5,-4.7,2.4
O=C(O)c1ccccc1SC1CC(=O)N(c2ccccc2)C1=O (centres undefined),24.2,1.8,-18.7,5.4,2.6,3.2,1.3,0.1[fluorescence artefact?],10.5
CCOc1ccc(NCc2ccccc2OCc2cccc(F)c2)cc1,45.7,24.0,0.5,-5.1,0.2,-0.9,-0.1,25.4,3.7
CCOC(=O)c1c(C)nc2sc(C(N)=O)c(N)c2c1-c1ccccc1,11.4,22.4,-36.9,2.9,-0.9,-0.7,0.7,11.3,10.1
CC(=O)Nc1ccc(S(=O)(=O)NC(CC(=O)N(C)Cc2ccccc2)C(C)C)cc1 (centres undefined),11.3,17.7,1.9,13.5,0.7,8.1,-0.3,-9.1,5.9
COc1cccc(-n2c(SC3CCOC3=O)nc3ccccc3c2=O)c1 (centres undefined),42.6,28.8,-0.9,11.3,-2.2,-2.0,0.3,-9.9,7.5
CCOC(=O)c1c(NC(=O)COC(=O)Cn2c(C(F)(F)F)nc3ccccc32)sc(C)c1C,18.5,25.6,-10.6,-18.4,0.6,-4.3,-0.5,0.2,7.0
COc1cc(OC)c(-c2noc(C(=O)OC(C)(C)C)c2C(=O)OC(C)(C)C)c(OC)c1,43.7,45.2,-16.3,0.4,-0.5,7.2,0.6,-7.1,2.6
COc1nc(-c2ccccc2)cc(-c2ccc3c(c2)OCO3)c1C#N,9.5,-4.0,-11.4,-42.8,2.2,/,0.5,-3.0,8.8
COc1ccc([N+](=O)[O-])cc1NC(=S)NC(=O)C(C)(C)C,-50.4,38.4,-0.1,10.8,0.8,-4.5,2.0,-11.2,7.6
O=C(O)COc1ccc(/C=N/NC(=O)c2ccc(-c3csc(Nc4ccc(Cl)cc4)n3)cc2)cc1,18.8,-10.2,15.7,4.4,1.3,/,0.6,94.4*,6.9
CC(C)=NNc1nc2c(c(=O)n(C)c(=O)n2C)n1C,-5.0,3.2,19.6,-3.1,-0.7,/,0.1,-4.0,4.2
CC(=O)c1ccc(OCC(=O)c2ccc(-c3ccccc3)cc2)cc1,-104.9,23.1,9.7,-16.4,1.2,9.4,0.4,31.3[fluorescence artefact?],7.2
COC(=O)c1cc(OC)c(OC)c(OC)c1[N+](=O)[O-],20.9,9.4,14.7,22.6,0.4,/,0.2,2.1,3.3
O=C(CSc1ccc(Cl)cc1)N1CCCC1,29.3,30.5,27.9,2.5,0.0,-0.9,0.3,-8.4,3.2
O=C(O)c1cccnc1Sc1ccccc1,11.9,-12.7,29.1,-4.3,3.0,3.4,1.1,-1.1,6.5
Cc1ccc(C(C[N+](=O)[O-])Sc2ccc(N)cc2)cc1 (centres undefined),-36.7,-9.1,20.5,4.1,1.2,/,0.6,-4.1,27.6
Cn1cnnc1SCC(=O)c1ccc(O)c(O)c1,33.4,-1.7,2.4,14.8,0.1,-6.2,0.6,-10.7,5.5
CCOC(=O)c1c(NC(=O)COC(=O)c2ccc(O)cc2)sc(C(=O)N(C)C)c1C,-39.0,22.6,-4.2,-8.8,2.7,3.7,1.6,-17.1,6.2
Cc1cc2c(c(SCC#N)n1)C(=O)OC2,3.9,20.9,3.1,7.5,1.1,1.6,0.7,6.8,4.3
CC(Cc1cccs1)NC(=O)Nc1ccc(F)cc1 (centres undefined),-18.3,7.9,-0.1,15.9,-0.9,1.6,-0.5,0.6[fluorescence artefact?],/
Nc1cc(S(=O)(=O)N2CCCCC2)ccc1N1CCOCC1,6.0,-9.6,12.3,-7.6,2.8,-3.2,1.4,0.3,2.7
CCOP(=O)(OCC)C(NC(=O)Nc1ccc(Cl)cc1)C(=O)N(CC)CC (centres undefined),-9.2,9.3,19.3,6.1,-1.3,5.8,0.7,-11.5[fluorescence artefact?],5.2
COc1cc(C=O)ccc1Oc1cnccn1,-2.4,4.9,-2.7,-1.5,3.0,-3.2,-0.2,-1.8,1.9
COc1ccc(C(C)=O)cc1COC(=O)c1cnc(Cl)c(Cl)c1,-0.9,26.9,8.1,-8.3,1.1,3.8,0.7,2.1,7.6
Cc1ccc(C)c(NS(=O)(=O)c2cc(C(=O)N3CCc4ccccc4C3)ccc2Cl)c1,10.2,-3.4,17.9,-8.4,-3.6,-0.2,-1.7,12.1,7.8
Clc1cccc(N=NN2CCOCC2)c1Cl,-40.9,29.9,9.4,-16.9,4.5,/,0.9,-0.1,11.9
Cc1ccc(Nc2nnc(SCn3nnc4ccccc4c3=O)s2)cc1,-16.0,51.1,7.0,7.2,-0.1,9.5,0.0,2.1,10.4
CCOC(=O)Cn1c(=O)c2c(nc(N3CCCCC3)n2Cc2ccccc2)n(C)c1=O,36.0,23.7,14.9,20.0,-2.8,8.9,-2.4,5.2,13.8
Cc1ccccc1CSc1nnc2ccc(-c3ccncc3)nn12,-3.1,8.3,13.4,-23.3,0.9,2.5,-0.3,2.8,10.2
O=C(NCc1ccc2c(c1)OCO2)c1ccc2c(c1)OCO2,-11.2,-12.3,12.9,-20.4,1.2,/,0.6,-5.1,2.9
O=C(O)[C@H]1CCCC[C@H]1C(=O)Nc1ccc(Nc2ccccc2)cc1,-2.0,-21.5,6.2,48.6*,-1.4,-8.8,-0.9,-9.3[fluorescence artefact?],14.0
COc1ccc(Cn2c(O)c(/C=C3/C=CC=N3)c(=O)[nH]c2=O)cc1,7.6,1.6,5.9,6.0,0.9,/,0.9,5.4,2.5
COc1ccc(Cc2noc(-c3ccc(OC)c(OC)c3)n2)cc1OC,28.9,18.1,6.6,-17.1,1.6,3.8,0.2,-1.1,10.8
CCN1CCc2nc(SCC(=O)Nc3ccc(OC)cc3)c(C#N)cc2C1,-21.5,-12.4,11.6,-12.4,-0.8,2.7,0.9,0.2,14.2
COc1cccc2c(=O)n(CC(=O)Nc3cccc(F)c3)ccc12,46.7,29.3,-2.1,-7.8,0.0,13.0,-0.2,9.6,6.4
CCOC(=O)C1=C(O)/C(=C/c2ccc(-c3ccccc3C(=O)O)o2)SC1=Nc1ccc(OC)cc1,-2.6,2.3,13.3,-1.5,0.2,-2.9,0.1,5.4[fluorescence artefact?],8.3
O=C(NCc1ccc(F)cc1)C(Cc1ccccc1)NS(=O)(=O)c1cccs1 (centres undefined),20.9,1.0,-8.3,-5.0,0.8,-5.1,0.3,7.1,-2.2
CCCCOc1ccc(OC(=O)c2cccnc2)cc1,35.5,44.4,21.1,16.1,-1.2,4.4,0.8,-2.7,7.4

# Screening data as filed in PubChem BioAssay.
